High-throughput results: PubChem BioAssay, several laboratories
Tat export inh: blocks Tat-dependent protein export in E. coli; 340,000 tested, 0.036% active; inhibition, % at 10 µM; E. coli MC4100 TorA-mCherry Tat export, fluorescence; AID 488895;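 active = mean replicate inhibition at least 50% and at least half of replicates individually reaching 50%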;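 also: exported cargo escapes ClpAP degradation while cytoplasmic cargo is degraded and loses fluorescence; 0% = median of neutral control wells and 100% = median of NaSCN control wells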
phage Ecoli inh: E. coli growth loss with phage present; growth absorbance; inhibition, % at 11.9 µM; 360,000 tested, 0.26% active; AID 651602; in the data active = inhibition above about 11%
PfHsp90 set2: growth inhibition of yeast expressing Plasmodium Hsp90 | S. cerevisiae expressing PfHsp90, BacTiter-Glo ATP, 48 h; yeast lacking PDR1 and PDR3 efflux regulators | 310,000 tested, 0.32% active | inhibition, % at 9.4 µM;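 active = every replicate shows inhibition above about 80%, whatever the replicate mean, limit read from the data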;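 also: 0% = DMSO neutral controls and 100% = 20 µM radicicol positive controls; yeast relying on Plasmodium falciparum Hsp90 in place of its own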
Ecoli viability: counter-screen for AddAB inhibitors: E. coli growth inhibition; inhibition, % at 11.9 µM; 330,000 tested, 0.27% active; E. coli V3065 growth, OD600 absorbance, 18 h;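 active = inhibition above the campaign's mean inhibition across all tested compounds plus 3 SD, cut at about 9.9% in these data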;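 also: uninfected addAB+ strain grown without phage in ampicillin broth; 0% = DMSO wells and 100% = ciprofloxacin 0.95 µg/ml wells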
DAGLB inhibitor: diacylglycerol lipase beta (human) inhibition | inhibition, % at 5.17 µM | 340,000 tested, 0.059% active | Q8NCG7 | HEK293T DAGLB membrane lysate, EnzChek fluorogenic substrate; in the data active = inhibition above about 34%;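 also: 0% = enzyme with vehicle and 100% = wells lacking enzyme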
Target sequence (Q8NCG7 whole entry, looked up): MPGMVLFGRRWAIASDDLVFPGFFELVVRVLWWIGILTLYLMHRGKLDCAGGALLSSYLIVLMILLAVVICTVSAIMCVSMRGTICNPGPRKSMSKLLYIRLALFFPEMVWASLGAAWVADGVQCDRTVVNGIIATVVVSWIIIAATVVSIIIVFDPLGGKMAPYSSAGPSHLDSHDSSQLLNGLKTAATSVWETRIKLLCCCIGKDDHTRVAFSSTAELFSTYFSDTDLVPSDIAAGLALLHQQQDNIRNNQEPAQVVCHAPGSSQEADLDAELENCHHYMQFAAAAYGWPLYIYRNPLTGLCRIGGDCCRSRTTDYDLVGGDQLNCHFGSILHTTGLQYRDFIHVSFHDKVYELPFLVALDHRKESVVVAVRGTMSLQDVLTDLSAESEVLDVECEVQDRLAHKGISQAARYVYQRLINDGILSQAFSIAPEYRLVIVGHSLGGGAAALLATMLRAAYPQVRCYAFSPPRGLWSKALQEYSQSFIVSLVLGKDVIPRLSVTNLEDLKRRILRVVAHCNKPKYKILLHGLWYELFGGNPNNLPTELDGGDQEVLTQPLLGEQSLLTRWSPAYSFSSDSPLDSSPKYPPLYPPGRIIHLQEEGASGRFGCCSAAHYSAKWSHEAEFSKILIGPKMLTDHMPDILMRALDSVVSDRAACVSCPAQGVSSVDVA
AddAB inh: less growth of phage-infected E. coli with AddAB. AID 435030. E. coli expressing H. pylori AddAB, absorbance growth. 330,000 tested, 0.29% active. inhibition, % at 11.9 µM; in the data active = inhibition above about 12%;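 also: 0% = vehicle wells of infected cells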
CAL PDZ FP: inhibitors of human CAL PDZ peptide binding. Q9HD26. purified CAL PDZ, TMR-peptide fluorescence polarization, 1 h. inhibition, % at 20 µM. 330,000 tested, 0.02% active. AID 504414;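 active = highest replicate inhibition of at least 40%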;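 also: plate controls were DMSO neutral control wells for no effect and unlabeled competitor peptide control wells for full effect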
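Material: tagged CAL PDZ protein CerCALP, purified; buffer or medium: sodium phosphate/NaCl buffer pH 7.4 with TCEP, IgG, Thesit; also added: fluorescent TMR peptide probe; schedule: 1 h incubation at room temperature before polarization reading; technique: fluorescence polarization from S- and P-plane intensities, G-factor corrected; control set: unlabelled peptide and DMSO controls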
Rtt109 HAT inh: inhibitors of Candida albicans Rtt109/Vps75 histone acetyltransferase. purified Rtt109/Vps75, ThioGlo CoA-SH fluorescence, 4 h. Q5AAJ8. inhibition, % at 34.9 µM. 330,000 tested, 0.16% active;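 active = inhibition of at least 50% in every replicate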
Target sequence (Q5AAJ8 whole entry, looked up): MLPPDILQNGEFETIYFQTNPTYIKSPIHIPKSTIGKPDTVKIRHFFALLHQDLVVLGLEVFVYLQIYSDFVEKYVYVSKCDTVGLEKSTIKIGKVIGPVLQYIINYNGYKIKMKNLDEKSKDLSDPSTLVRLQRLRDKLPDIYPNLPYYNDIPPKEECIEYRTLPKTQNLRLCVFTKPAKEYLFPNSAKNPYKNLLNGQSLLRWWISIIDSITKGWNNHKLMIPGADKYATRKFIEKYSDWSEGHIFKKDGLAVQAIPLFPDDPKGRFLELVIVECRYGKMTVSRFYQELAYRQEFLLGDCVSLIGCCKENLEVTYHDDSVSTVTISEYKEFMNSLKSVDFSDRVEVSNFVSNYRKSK
Wnt act: activators of Wnt/beta-catenin signaling; activation, % at 9.35 µM; Wnt/beta-catenin reporter cell assay, activator, plate reader; 300,000 tested, 1.2% active; AID 743398; in the data active = activation above about 30%, passing the limit was not always enough;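 also: 0% = neutral control wells and 100% = positive control wells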
PvdQ acylase: P. aeruginosa PvdQ acylase inhibition | purified PvdQ acylase, fluorescence plate reader | inhibition, % at 10 µM | 340,000 tested, 0.063% active; in the data active = inhibition above about 30%, passing the limit was not always enough;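 also: 0% = vehicle neutral wells and 100% = reference inhibitor wells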
Active calls of the source: *; · = no result given.

SMILES	Tat export inh	phage Ecoli inh	PfHsp90 set2	Ecoli viability	DAGLB inhibitor	AddAB inh	CAL PDZ FP	Rtt109 HAT inh	Wnt act	PvdQ acylase
CCCCNC(=O)CSc1nc2cc3c(cc2c(=O)n1CCCN(CC)CC)OCO3	13.1	1.7	·	0.3	1.2	-2.1	-0.6	0.7	-5.4	-23.6
Cc1ccc(C)c(OCC(=O)Nc2ccc(N3CCOCC3)cc2)c1	-8.7	1.1	·	1.5	-0.4	0.7	-0.4	1.5	1.5	-11.8
Nc1ncnc2c1ncn2[C@@H]1O[C@H](CN2CCCS2(=O)=O)[C@@H](O)[C@H]1O	-4.2	1.7	-10.7	2.1	-1.6	2.9	0.5	-1.3	-2.2	-2.9
N#Cc1c(Nc2ccccc2)s[nH]c1=O	-0.9	2.1	-0.7	-1.6	-0.3	0.2	-1.2	110.6*	-0.1	7.2
COc1ccc(/C=N\NC(=O)COc2ccccc2)c(C(=O)O)c1OC	-3.9	8.1	-1.5	0.8	-2.0	5.2	-2.3	·	-1.5	-3.2
C[C@@H](NC(=O)c1[nH]cnc1C(=O)Nc1ccon1)c1ccccc1	-1.4	1.7	14.5	-0.8	-3.5	2.0	-1.0	4.4	1.8	6.0
O=C(c1cccnc1)N(Cc1ccccc1)C1(C(=O)Nc2ccccc2)CCCCC1	6.4	1.1	2.8	1.5	0.6	4.9	-0.2	5.2	-9.5	-2.4
O=C(c1ccc2c(c1)OCO2)N1CCNc2ccccc2C1	-8.9	2.5	·	-2.8	0.8	3.0	1.9	-9.3	·	-0.6
CCOc1ccccc1C1NC(=O)NC(C)=C1C(=O)OCc1ccccc1 (stereo not drawn)	-6.3	-0.1	-29.6	0.2	2.8	3.7	-0.6	-2.0	-1.9	-11.5
CCOC(=O)C(=O)Nc1nnc(C2CCCCC2)s1	1.3	1.6	29.1	-0.2	0.8	3.8	-2.9	5.6	0.0	6.6
CCCOc1ccc(N2C(=O)CC(N3CCN(C(=O)c4ccco4)CC3)C2=O)cc1 (stereo not drawn)	0.3	2.0	·	1.2	2.0	1.3	-0.4	0.3	·	-12.6
CC(C)NS(=O)(=O)c1cc(F)ccc1CN1C(=O)c2cccnc2C1=O	5.0	1.0	-11.2	0.1	-7.4	-1.8	0.1	6.6	-0.6	8.2
O=C(COC(=O)c1cnccn1)c1cccc([N+](=O)[O-])c1	2.3	2.6	-23.4	0.5	0.9	0.4	-0.2	-0.7	-0.1	-8.6
CCOC(=O)Nc1nn(-c2ccc(C)cc2)c(=O)c(C#N)c1C	1.7	1.2	·	0.6	0.4	2.0	1.0	1.8	-0.7	-12.4
COc1ccc2nc(C)cc(SCC(=O)N3CCCCC3)c2c1	-4.0	1.7	-28.5	2.4	0.9	8.2	-6.9	-13.4	-0.1	-7.0
COc1cc(C#Cc2c(-c3cncn3C)n(C)c3ccc(-c4ccc(CN5CCOCC5)cc4)cc23)cc(OC)c1	-5.7	3.8	26.9	-2.5	-1.2	-1.4	-0.2	-1.3	4.8	-15.5
COC(=O)n1c(=O)oc2cc(S(=O)(=O)N3CCOCC3)ccc21	5.2	3.8	·	1.6	1.6	2.1	4.2	-21.5	-0.9	-5.7
Cc1ccccc1NC(=O)COC(=O)COc1ccc2c(c1)CCC2	16.3	2.5	7.8	·	-3.5	·	0.2	0.8	-3.4	-14.2
Cc1ccc(-c2nnc(SCC(=O)NC3CCCC3)n2N)cc1	-0.8	4.8	·	-1.8	-0.6	-0.8	-0.5	1.4	-0.4	-20.3
O=C(NNC(=O)C1CCCN(c2ncccn2)C1)c1ccc(F)cc1 (stereo not drawn)	2.4	1.2	4.2	2.2	1.4	0.8	-2.2	-36.1	1.5	-5.9
CC(=O)c1ccc(OCC(O)CN2CCc3ccccc3C2)cc1 (stereo not drawn)	2.1	2.7	-14.3	-0.4	0.3	-2.1	-1.7	-5.1	4.7	-17.8
O=C(CNS(=O)(=O)c1ccccc1)NCC(=O)OCc1ccccc1F	-11.1	2.0	-0.3	-1.3	4.1	3.2	-1.8	4.7	·	-16.0
O=C(Nc1cc(SCC(O)CO)cc([N+](=O)[O-])c1)c1ccc(-n2cnnn2)cc1 (stereo not drawn)	14.7	2.7	-5.6	0.3	1.7	0.3	·	-3.0	4.0	-10.5
CN(c1ccccc1)P(=O)(N(C)c1ccccc1)N(C)c1ccccc1	2.5	3.8	-5.5	-3.4	-3.1	3.7	0.0	2.5	1.6	-4.4
COc1ccc(/C=C/C(=O)NCC(=O)N/N=C(/C)c2ccco2)cc1	-0.2	3.7	17.0	-0.3	-1.9	2.4	-1.0	10.0	-0.7	3.8
CC(C)CN(C(=O)c1ccc(-n2cncn2)c([N+](=O)[O-])c1)C1CCS(=O)(=O)C1 (stereo not drawn)	-0.3	3.8	·	1.6	0.2	5.2	-1.3	-2.6	-5.0	-10.4
COCCCNC(=O)COc1ccc(Br)cc1Cl	-2.5	0.9	6.6	-0.7	-0.8	5.7	-0.5	-1.5	12.7	6.8
CCOC(=O)C1=C(C)N(C)C(=O)NC1c1c(C)nn(-c2ccc(C)cc2)c1Cl (stereo not drawn)	8.0	3.3	7.9	3.5	-2.1	0.0	-0.1	-10.7	·	-18.7
S=C1NCCOCCOCCOCCN1	-9.5	4.3	28.0	0.2	-0.1	3.2	-1.8	5.4	·	-13.2
Fc1ccc(C(c2nnnn2Cc2ccccc2)N2CCSCC2)cc1 (stereo not drawn)	-2.8	1.6	3.8	1.7	-6.4	-0.6	-1.6	2.3	-2.4	-14.5
COc1ccc(-c2ccc(SCC(=O)NC3CCCCC3)nn2)cc1	-8.9	2.2	-7.4	-0.1	-1.4	5.2	0.9	-8.6	19.7	-12.7
O=C(O)CCCCC1CCSS1 (stereo not drawn)	5.4	2.7	-13.2	-0.2	1.0	0.4	-0.3	14.1	1.4	10.2
Cc1ccc(-c2noc(CCC(=O)NCCN3CCc4ccccc4C3)n2)cc1	-5.9	1.3	-4.6	0.9	13.7	2.9	-1.2	3.8	·	8.4
C/C(=N/NS(=O)(=O)c1ccccc1)c1ccc(NC(=O)C(F)(F)F)cc1	-0.2	6.4	15.4	-1.2	-1.2	-1.4	0.3	-5.6	-1.5	-15.7
NC(=O)C1CCN(CC(=O)Nc2cccc(C(=O)Nc3cccc(C(F)(F)F)c3)c2)CC1	-8.2	5.9	16.5	-0.9	-0.3	2.3	-3.7	12.7	·	4.9
CCc1cc(=O)oc2cc(OC(C)=O)cc(OC(C)=O)c12	21.8	4.1	2.1	3.6	-2.9	-1.9	-1.0	-470.5	·	-4.8

3 structures out of the list, ordered by number of heavy atoms, largest number first.
SMILES	Tat export inh	phage Ecoli inh	PfHsp90 set2	Ecoli viability	DAGLB inhibitor	AddAB inh	CAL PDZ FP	Rtt109 HAT inh	Wnt act	PvdQ acylase
CC(C)NS(=O)(=O)c1cc(F)ccc1CN1C(=O)c2cccnc2C1=O	5.0	1.0	-11.2	0.1	-7.4	-1.8	0.1	6.6	-0.6	8.2
CC(=O)c1ccc(OCC(O)CN2CCc3ccccc3C2)cc1 (stereo not drawn)	2.1	2.7	-14.3	-0.4	0.3	-2.1	-1.7	-5.1	4.7	-17.8
COc1ccc2nc(C)cc(SCC(=O)N3CCCCC3)c2c1	-4.0	1.7	-28.5	2.4	0.9	8.2	-6.9	-13.4	-0.1	-7.0

The listing continues:
SMILES	Tat export inh	phage Ecoli inh	PfHsp90 set2	Ecoli viability	DAGLB inhibitor	AddAB inh	CAL PDZ FP	Rtt109 HAT inh	Wnt act	PvdQ acylase
Cc1ccccc1NC(=O)CN(C)S(=O)(=O)c1ccc2c(c1)n(C)c(=O)c(=O)n2C	-8.1	-1.6	2.3	-0.9	-1.8	5.9	-0.5	-11.0	0.5	5.7
CCOc1ccc(NC(=O)CSc2nnc(Cn3cnc([N+](=O)[O-])n3)n2C)cc1	16.7	3.9	1.7	1.2	2.5	0.2	0.6	-1.7	-0.1	-4.3
O=C(NCCN1CCOCC1)c1cccc(S(=O)(=O)NCc2ccccc2)c1	2.4	2.2	-3.7	-0.2	1.9	1.6	-4.1	6.8	-0.5	-15.2
CCCCN(C)CCNC(=O)c1ccc2c(c1)NC(=O)C(N1CCCCC1)S2 (stereo not drawn)	-2.2	1.7	-5.4	-0.8	-0.6	1.3	-1.9	8.3	·	-14.4
Fc1ccc(-c2nc3c(-c4ccc(Cl)cc4)cnn3cc2CCN2CCOCC2)cc1	-4.1	-0.6	-37.7	1.4	-1.0	1.9	4.4	13.7	-1.4	-7.8
CC1CCc2c(C(=O)NCc3ccco3)csc2C1 (stereo not drawn)	0.5	1.9	-21.6	0.3	-3.4	1.9	-0.4	-24.6	15.0	-10.4
CCc1ccc(C(=O)COC(=O)CNC(=O)CNS(=O)(=O)c2ccccc2)cc1	-19.4	-0.5	-0.3	1.6	-0.6	1.5	-0.2	-2.2	-2.9	-8.0
Cc1ccccc1SCC(=O)NCC(c1ccc(F)cc1)N1CCOCC1 (stereo not drawn)	1.2	1.2	3.1	1.4	-1.4	1.9	-0.6	-9.5	-2.0	-14.5
N#C/C(=C\C=C\c1ccccc1[N+](=O)[O-])C(=O)NCc1ccccc1	-2.7	1.2	-7.6	0.8	1.2	0.0	-1.3	-9.8	2.5	0.7
CCOC(=O)c1c(NC(=O)CCN2C(=O)c3cccc([N+](=O)[O-])c3C2=O)sc(C(=O)OC(C)C)c1C	-7.9	-1.1	15.2	-1.1	-1.0	-1.1	-0.4	-0.9	·	-5.7
CCOc1ccccc1NC(=O)C(OC(=O)c1cnccn1)c1ccccc1 (stereo not drawn)	-4.3	2.2	·	-0.4	-1.5	1.7	-2.3	-10.5	-0.9	-7.9
O=C1C=CC(=Nc2cccc3c2C(=O)c2ccccc2-3)O1	-1.0	·	·	·	-6.8	·	-1.5	-4.4	·	-3.8
COc1ccc2sc(C)nc2c1NC(C)=O	4.2	0.9	14.4	1.6	0.7	3.4	-0.8	-5.0	·	-7.7
CCOc1ncccc1C(=O)Nc1ccc(OC)c(S(=O)(=O)N2CCOCC2)c1	-4.5	0.1	·	·	-0.9	·	1.6	-3.8	2.2	5.3
Nc1ncnc2c1C(c1ccccc1)c1c(ccc3ccccc13)O2 (stereo not drawn)	-4.4	3.0	2.9	1.5	-2.2	1.6	62.1*	-4.5	7.7	4.1
Cc1ccc(C(=O)NS(=O)(=O)c2ccccc2)cc1	-7.5	2.7	12.9	-2.8	1.1	-0.8	0.3	-1.5	-2.4	-23.2

Single records, from the list above.
CCOc1ncccc1C(=O)Nc1ccc(OC)c(S(=O)(=O)N2CCOCC2)c1 as listed: Tat export inh = -4.5; phage Ecoli inh = 0.1; PfHsp90 set2 = ·; Ecoli viability = ·; DAGLB inhibitor = -0.9; AddAB inh = ·; CAL PDZ FP = 1.6; Rtt109 HAT inh = -3.8; Wnt act = 2.2; PvdQ acylase = 5.3
Cc1ccc(C(=O)NS(=O)(=O)c2ccccc2)cc1 as listed: Tat export inh = -7.5; phage Ecoli inh = 2.7; PfHsp90 set2 = 12.9; Ecoli viability = -2.8; DAGLB inhibitor = 1.1; AddAB inh = -0.8; CAL PDZ FP = 0.3; Rtt109 HAT inh = -1.5; Wnt act = -2.4; PvdQ acylase = -23.2

Compounds were not picked by outcome, and some 1.9% of all compounds hit somewhere here.
